Giardia FBPA inh = qHTS Assay for Inhibitors of Fructose-1,6-bisphosphate Aldolase from Giardia Lamblia | Potency, µM (top dose mostly 59.6 µM), inactives show at the highest dose activity, negative = inhibition, actives largely listed as inhibitors | hit rate 0.71% among 290,000 | A8B2U2 | purified Giardia FBPA | AID 2451, 2010; further: potency means the concentration at half of the fitted maximal effect; on the % scale 0 is the no-effect control and ±100 the full control effect; nearly all actives have a fitted effect of over 55% in size
Target sequence (A8B2U2 whole entry, looked up): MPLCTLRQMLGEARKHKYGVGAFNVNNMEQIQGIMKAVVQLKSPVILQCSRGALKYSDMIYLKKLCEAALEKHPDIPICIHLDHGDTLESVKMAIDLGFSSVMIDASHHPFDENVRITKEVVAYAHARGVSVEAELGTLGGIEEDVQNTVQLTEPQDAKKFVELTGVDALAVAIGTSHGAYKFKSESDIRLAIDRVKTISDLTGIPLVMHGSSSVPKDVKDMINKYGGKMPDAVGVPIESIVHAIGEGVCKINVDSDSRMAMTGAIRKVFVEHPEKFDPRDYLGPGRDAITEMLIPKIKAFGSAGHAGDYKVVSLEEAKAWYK
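40 nM FBPA preincubated 10 min at RT with compound (up to 57.5 uM final), then substrate plus GAPDH/TPI/NAD/arsenate coupling and diaphorase/resazurin added. Fluorescence read after 20 min at RT, 525/598 nm.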
HCMV inh = qHTS Assay for inhibitors of the human cytomegalovirus (HCMV); HFF cells, HCMV-luciferase reporter, 72 h; hits give low values; activity change, negative = inhibition, % at 57.5 µM; hit rate 4.5% among 410,000; AID 1259415, 2018; in the data active means activity change below about -60%; inconclusive means no clear call, values can overlap the other calls; inactive means above about -39%; further: on the % scale 0 is the no-effect control and ±100 the full control effect
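Screen run at 2 compound doses on HFFs infected with reporter HCMV, MOI 1 PFU/cell. Luciferase activity from cell lysates at 72 h post infection gave inhibition relative to buffer-only and Salinomycin wells.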
Shiga inhibitor = A qHTS for Small Molecule Inhibitors of Shiga Toxin; hit rate 9.2% among 290,000; AID 2315, 2010; inhibition, % at 38.7 µM; Vero cells, Shiga toxin protein synthesis inhibition reporter; in the data active means inhibition mostly above about 28%, no sharp cut-off; inactive means mostly below about 43%; further: 0% is about no effect
AmpC no deterg = qHTS Inhibitors of AmpC Beta-Lactamase (assay without detergent) | P00811 | hit rate 0.52% among 330,000 | Potency, µM (titrated, usually from 57.1 µM), for inactives: top-dose activity change, negative = inhibition, hits mostly inhibitors | AmpC nitrocefin hydrolysis, absorbance 480 nm, 0.0001% Triton;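 further: potency means the concentration at half of the fitted maximal effect; plate controls were no compound for no effect and no enzyme for full effect; nearly all actives have a fitted effect of over 20% in size; some results filed as inactive show a strong effect at the top dose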
Target sequence (P00811 whole entry, looked up): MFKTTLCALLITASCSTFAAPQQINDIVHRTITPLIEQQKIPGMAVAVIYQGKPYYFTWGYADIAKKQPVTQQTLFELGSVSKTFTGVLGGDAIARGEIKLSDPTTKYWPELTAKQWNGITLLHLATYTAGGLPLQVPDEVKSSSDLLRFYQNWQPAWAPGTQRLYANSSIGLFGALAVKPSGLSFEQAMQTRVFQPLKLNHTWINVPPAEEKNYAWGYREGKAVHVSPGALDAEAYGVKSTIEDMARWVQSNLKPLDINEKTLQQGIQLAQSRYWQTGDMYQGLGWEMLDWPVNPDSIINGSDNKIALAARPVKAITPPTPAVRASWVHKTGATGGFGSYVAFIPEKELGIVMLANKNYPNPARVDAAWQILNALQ
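20 mM phosphate pH 7.0 + 0.01% (detergent screen) or 0.0001% Triton X-100; 5.3 nM AmpC reagent; cpd preinc 15 min RT; nitrocefin (800 uM stock) to start; A480 q20 s × 4 min; Activity was normalised to no-enzyme and no-compound control wells.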
CHX counter = Cycloheximide Counterscreen for Small Molecule Inhibitors of Shiga Toxin. cell reporter, cycloheximide protein synthesis inhibition counterscreen. max response, %. hit rate 12% among 300,000. AID 2314, 2010; in the data active means max response mostly above about 13%, no sharp cut-off; inactive means mostly below about 14%; further: read at 38.3 µM for the half of the compounds with a filed dose; 0% is about no effect
AmpC inh detg = qHTS Inhibitors of AmpC Beta-Lactamase (assay with detergent); P00811; AmpC hydrolysis of nitrocefin, absorbance 480 nm, 0.01% Triton; Potency, µM (highest dose often 114 µM), for inactives: at the highest dose activity change, negative = inhibition, actives largely listed as inhibitors; hit rate 0.041% among 370,000;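 further: potency means the concentration at half of the fitted maximal effect; 0% = no-compound wells and -100% = no-enzyme wells; nearly all actives have a fitted effect of over 25% in size; some results filed as inactive show a strong effect at the top dose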
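20 mM phosphate pH 7.0 + 0.01% (detergent screen) or 0.0001% Triton X-100; 5.3 nM AmpC reagent; cpd preinc 15 min RT; nitrocefin (800 uM stock) to start; A480 q20 s × 4 min; Activity was normalised to no-enzyme and no-compound control wells.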
AMA1-RON2 inh = qHTS for Inhibitors of AMA1-RON; Towards Development of Antimalarial Drug Lead: Primary Screen; Potency, µM (top dose mostly 58.2 µM), inactives show at the top dose activity change, negative = inhibition, actives largely listed as inhibitors; AlphaScreen AMA1-biotinylated RON2 peptide binding; hit rate 0.2% among 360,000; Plasmodium falciparum AMA1 (3D7) - RON2 peptide interaction; AID 720542, 2013;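 further: potency means the concentration at half of the fitted maximal effect; 0% = vehicle wells and -100% = peptide control; nearly all actives have a fitted effect of over 45% in size; some results filed as inactive show a strong effect at the top dose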
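AMA1 (3D7) with his tag at 25 nM final met compounds first, then biotinylated RON2 peptide at 25 nM; detection used donor plus acceptor beads, 10 µg/mL apiece, read by AlphaScreen after 30 min at room temperature.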
Starred values were filed as active, the others as inactive; ? = inconclusive; . = no result given; [ ] = remark or other dose. Unless noted, the call rests on the fitted dose curve; in most records, active means well fitted curve in the direction sought with a large enough effect; inconclusive means small, poorly fitted or top-dose-only effect, or another doubt; inactive means no such curve, though single readings can be large; an effect the other way counts as inactive or inconclusive. The order is random; overall some 16% were active at least once.

Preview (three entries):
| molecule | Giardia FBPA inh | HCMV inh | Shiga inhibitor | AmpC no deterg | CHX counter | AmpC inh detg | AMA1-RON2 inh |
| --- | --- | --- | --- | --- | --- | --- | --- |
| CCN(C1CCCCC1)S(=O)(=O)c1ccc(-n2cnnn2)c(C)c1 | 5% | -36 | -3 | 13% | -1 | -10% | 0% |
| Cc1cccc(OC(=O)c2cccnc2)c1 | 1% | . | . | -14% | -2 | -8% | -2% |
| O=C(NCC1COc2ccccc2O1)c1ccc(Cl)cc1 (stereo not given) | -1% | 86 | 39 | -21% | 16* | ? | -2% |

This part in full, repeating the preview:
| molecule | Giardia FBPA inh | HCMV inh | Shiga inhibitor | AmpC no deterg | CHX counter | AmpC inh detg | AMA1-RON2 inh |
| --- | --- | --- | --- | --- | --- | --- | --- |
| CCN(C1CCCCC1)S(=O)(=O)c1ccc(-n2cnnn2)c(C)c1 | 5% | -36 | -3 | 13% | -1 | -10% | 0% |
| Cc1cccc(OC(=O)c2cccnc2)c1 | 1% | . | . | -14% | -2 | -8% | -2% |
| O=C(NCC1COc2ccccc2O1)c1ccc(Cl)cc1 (stereo not given) | -1% | 86 | 39 | -21% | 16* | ? | -2% |
| COc1ccc(Oc2c(-c3ccc(O)cc3O)n[nH]c2C)cc1 | -1% | 20 | 16 | -40% | -4 | -10% | 90%[activator] |
| COc1ccc(C(=O)N2CCc3cc(OC)c(OC)cc3C2c2ccc(OC)c(OC)c2)cc1 (stereo not given) | 10% | 42 | -15 | 163%[activator] | -2 | 4% | -14% |
| COCCN(C(=O)C1CCCC1)c1c(N)n(Cc2ccccc2)c(=O)[nH]c1=O | 1% | -14 | 25 | -2% | 1 | 2% | 12% |
| O=C(O)CCCC(=O)Nc1ccc(Cl)c(Cl)c1 | 12% | -24 | -22 | -14% | -1 | -3% | -8% |
| Cc1ccc(S(=O)(=O)CCSc2ccc(C(F)(F)F)cn2)cc1 | 5% | 27 | 6 | -11% | -1 | 6% | 5% |
| CN(CCC#N)C(=O)COC(=O)c1ccc(Cl)c(S(N)(=O)=O)c1 | 5% | -7 | 5 | ? | -3 | -1% | -7% |
| Cc1cc(C(=O)N2CCOCC2)c(C)o1 | 1% | -99* | -13 | -13% | -5 | 4% | -13% |
| CN1CCN(c2ccc(-c3cccc(NC(=O)COc4ccc(Cl)cc4)c3)nn2)CC1 | . | -5 | . | 78%[activator] | . | -13% | -2% |
| CCC(=O)Nc1nc(C)c(-c2csc(Nc3cccc(O)c3)n2)s1 | -19% | 83 | 50* | 16µM* | 36* | ? | -1% |
| CCOC(=O)c1cc(-c2cccs2)nc2onc(C)c12 | 4% | -10 | 25 | -20% | -2 | 2% | 1% |
| CCCc1nc2ccccc2c(C(=O)OC(C)C(=O)NCc2ccc3c(c2)OCO3)c1CC (stereo not given) | -1% | -35 | -5 | -6% | -3 | 0% | -25% |
| O=[N+]([O-])c1ccc(NCc2ccncc2)cc1 | -2% | -24 | 15 | 0% | 2 | -7% | -5% |
| Cc1cccc(C)c1OCCCn1ccnc1 | 22µM* | -18 | 3 | -8% | 2 | -15% | -12% |
| O=C1S/C(=C\c2ccc(N3CCOCC3)o2)C(=O)N1c1ccccc1 | ? | 45 | 153* | 14% | 31* | 2% | 64%[activator] |
| COc1ccc(OC)c(C2Nc3c(Cl)ccc(C(=O)O)c3C3C=CCC32)c1 (stereo not given) | ? | -21 | -7 | -42% | -2 | 2% | -7% |
| Cc1cc(C)cc(NC(=O)COC(=O)c2n[nH]c3ccccc23)c1 | -3% | 8 | 65* | 16µM* | 31 | -4% | 18% |
| O=C(NCc1cccnc1)C1CCCN(S(=O)(=O)c2ccccc2)C1 (stereo not given) | 7% | -21 | -4 | -3% | -2 | 2% | 1% |
| CCOC(=O)c1nc(N)c(=O)n(-c2ccc(C)cc2)n1 | 7% | -8 | 4 | -12% | -1 | -15% | -18% |
| CC(NC(=O)c1ccc(S(=O)(=O)Nc2ccccc2)cc1)c1ccc(S(N)(=O)=O)cc1 (stereo not given) | . | 12 | . | -42% | . | 1% | -7% |
| O=C(O)c1ccc(N=Cc2c(O)ccc3ccccc23)cc1 | ? | 15 | . | -25% | 2 | -10% | -10% |
| COc1ccc(S(=O)(=O)NC2CC3CCC2C3)cc1Br (stereo not given) | -9% | -13 | -4 | -53% | -3 | ? | -6% |
| CC1(c2ccccc2Cl)NC(=O)N(CC(=O)Nc2ccc(N3CCOCC3)cc2)C1=O (stereo not given) | . | 19 | . | -11% | . | . | -3% |
| CCn1cc(/C=C(/C#N)S(=O)(=O)c2ccccc2)cn1 | 2% | 7 | 0 | -4% | -2 | -1% | 15% |
| O=C(COC(=O)c1ccc(O)cc1)Nc1ccc2c(c1)OCCO2 | . | -15 | . | -20% | . | . | -11% |
| COc1ccc(CN2C(=O)c3cccnc3C2=O)cc1S(=O)(=O)NCc1ccco1 | -1% | -31 | 51* | -4% | 21* | -3% | 20% |
| CC(=O)c1ccc(OC(=O)C2CSC3(C)CCC(=O)N23)cc1 (stereo not given) | . | 0 | . | -5% | . | ? | 14%[11.6 µM] |
| O=[N+]([O-])c1cccc(S(=O)(=O)NCC2CC3CCC2C3)c1 (stereo not given) | 11% | 2 | -4 | -28% | -1 | 1% | 2% |
| Fc1ccc(CN2CCCCCCC2)cc1F | 2% | -19 | 10 | -1% | 2 | 6% | -12% |
| O=C(N/N=C/c1cc([N+](=O)[O-])ccc1O)NC12CC3CC(CC(C3)C1)C2 | 20% | ? | 96* | -55% | 73* | ? | 71%[activator] |
| N#Cc1c(N)nc2c(c1-c1ccc(Br)s1)CCCC2 | 3% | 14 | -12 | -52% | -5 | 1% | 4% |
| CCOc1cc(CNCc2ccc3c(c2)OCO3)ccc1OC | ? | -18 | -4 | -6% | -2 | -14% | 0% |
| COc1cccc(CN(C)C(=O)C2CCC(=O)N(Cc3cccc(F)c3)C2)c1 (stereo not given) | . | 7 | -24 | 64%[activator] | 1 | 3% | -10% |
| COC(=O)CCCC1=CC2=C(c3ccccc3)C(=O)C(C)(OC(=O)C3CCCC3)C(=O)C2=CN1C1CC1 (stereo not given) | ? | -61* | -8 | 103%[activator] | -2 | -1% | 10% |
| Cc1ccc(NC(=O)CN2CCc3ccccc3C2)cc1C | -5% | 60 | 17 | -12% | 18 | -4% | -10% |
| COc1cc(OC)c2c(=O)cc(-c3ccccc3)oc2c1 | 7% | 120 | 109* | 127%[activator] | 38* | 8% | -5% |
| COc1ccc(NC(=O)CN2CCCN(S(=O)(=O)c3ccc(F)cc3)CC2)c(OC)c1 | -2% | 15 | -7 | 96%[activator] | 7 | 5% | -2% |
| COC(=O)c1ccccc1NC(=O)N1CCN(S(C)(=O)=O)CC1 | 3% | -22 | -4 | -1% | -2 | 0% | -12% |
| CC(=O)Nc1ccc(S(=O)(=O)NCCCN2CCOCC2)cc1 | 0% | 6 | -2 | -17% | 8 | -12% | -2% |
| CCCN1CCC(NC(=O)C2CCCCC2C(=O)O)CC1 (stereo not given) | 7% | 4 | -8 | -17% | -4 | ? | 1% |
| Cc1ccc(S(=O)(=O)NCC(=O)NC2CCCCCC2)cc1 | 1% | -15 | -11 | -1% | -4 | -9% | 3% |
| CC(C)(C)[C@@H]1COC(=O)[C@H](Cc2ccc(F)cc2)CC/C=C\C[C@@H](CC(=O)NCCO)C(=O)N1 | . | -23 | . | 107%[activator] | . | . | 10% |
| Cc1cc(Cl)ccc1C(=O)C1CCCN(C(=O)c2ccc3ncccc3c2)C1 (stereo not given) | 3% | -22 | -15 | 64%[activator] | -1 | 3% | -6% |

Of the compounds above, 2 have a thiophene ring, fused or not.
| molecule | Giardia FBPA inh | HCMV inh | Shiga inhibitor | AmpC no deterg | CHX counter | AmpC inh detg | AMA1-RON2 inh |
| --- | --- | --- | --- | --- | --- | --- | --- |
| CCOC(=O)c1cc(-c2cccs2)nc2onc(C)c12 | 4% | -10 | 25 | -20% | -2 | 2% | 1% |
| N#Cc1c(N)nc2c(c1-c1ccc(Br)s1)CCCC2 | 3% | 14 | -12 | -52% | -5 | 1% | 4% |

Further results:
| molecule | Giardia FBPA inh | HCMV inh | Shiga inhibitor | AmpC no deterg | CHX counter | AmpC inh detg | AMA1-RON2 inh |
| --- | --- | --- | --- | --- | --- | --- | --- |
| COCC(C)NC(=O)C1CCN(S(=O)(=O)c2ccc3ccccc3c2)CC1 (stereo not given) | . | ? | . | 58% | . | ? | -15% |
| CCN(C(=O)CSc1nnc(-c2ccccc2)n1C)C1CCS(=O)(=O)C1 (stereo not given) | 0% | 70 | 19 | -7% | 6 | -8% | -14% |
| O=C(O)c1ccc(/C=N/n2c(C3CCCCC3)n[nH]c2=S)cc1 | -3% | 34 | -7 | -13% | -1 | 2% | 0% |
| COc1ccc(CNC(=O)C2CCN(S(=O)(=O)c3ccc(Br)s3)CC2)cc1 | -2% | 1 | -3 | -18% | -3 | -7% | 4% |
| N#Cc1nc(COc2ccccc2F)oc1NCCc1ccccc1 | -5% | 1 | 57* | -9% | 27* | ? | -34% |
| Cc1nc(CN2CCN(C(=O)NC3(c4ccccc4)CC3)CC2)cs1 | -2% | -77* | 19 | -14% | -3 | -5% | -13% |
| CC(=O)c1cccc(NC(=O)c2cnn3ccccc23)c1 | -5% | 187 | 59* | -18% | 89* | ? | -2% |
| COCCNC(=O)C(c1ccc(OC)cc1)N(C(=O)Cn1nnc2ccccc21)c1cccnc1 (stereo not given) | ? | 10 | -8 | 1% | 1 | -3% | 9% |
| Cc1ccc(/C=N/N2CCN(c3ccccn3)CC2)o1 | -1% | 9 | 75* | -13% | 35* | -15% | 0% |
| O=C(CNC(=O)c1ccco1)Nc1ccc(F)cc1 | 4% | 17 | 52 | -5% | 12 | -1% | 7% |
| Cc1ccc(C)c(OCCC(=O)NNC(=O)Cn2nc(C)cc2C)c1 | . | -6 | . | 2% | . | 10% | 88%[activator] |

Ordered by count of non-hydrogen atoms (smallest number first): part of the list above.
| molecule | Giardia FBPA inh | HCMV inh | Shiga inhibitor | AmpC no deterg | CHX counter | AmpC inh detg | AMA1-RON2 inh |
| --- | --- | --- | --- | --- | --- | --- | --- |
| Cc1ccc(C)c(OCCC(=O)NNC(=O)Cn2nc(C)cc2C)c1 | . | -6 | . | 2% | . | 10% | 88%[activator] |
| CCN(C(=O)CSc1nnc(-c2ccccc2)n1C)C1CCS(=O)(=O)C1 (stereo not given) | 0% | 70 | 19 | -7% | 6 | -8% | -14% |
| COc1ccc(CNC(=O)C2CCN(S(=O)(=O)c3ccc(Br)s3)CC2)cc1 | -2% | 1 | -3 | -18% | -3 | -7% | 4% |
